Compound activity deposited in PubChem by several laboratories.
Dynein transport: dynein cargo transport inhibition | 3617.4 mouse cells, GR-EGFP nuclear translocation imaging; test concentration mostly 20 µM; stimulated with dexamethasone, 1 µM; active compounds read low | z-score, hits read low | 0.47% of 220,000 active | AID 1381;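 active = plate z-score of nuclear minus cytoplasmic receptor signal below a set negative limit, without overly bright fluorescence or cell loss, cut at about -3.5 in these data, passing the limit was not always enough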;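 also: z-score of nuclear minus cytoplasmic ring GR-EGFP intensity difference per well; some compounds called inactive have numbers as strong as hits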
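Also added: dexamethasone, 1.0 µM final. Medium: tet-free, stripped-serum medium. Detection: fixed, Hoechst-stained cells imaged at 10x for EGFP. Read-out: nuclear-to-cytoplasmic GR-EGFP distribution per well. Times: induction 48 h, compound 1 h, agonist 30 min.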
Ins promoter up: MIN6 insulin promoter up-regulation. MIN6 insulin promoter-GFP reporter, high-content imaging; active compounds read high. 0.3% of 190,000 active. z-score at 5 µM;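 active = z-score above 3 at 5 µM with at least 500 cells counted in the well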
PhoP inhibition: inhibitors of PhoP regulon expression, primary screen, Salmonella Typhimurium, GFP reporter (AID 1863); 0.16% of 300,000 active; one-dose inhibition, % at 50 µM; IC50 in µM for titrated hits; S. Typhimurium PhoP-regulated promoter GFP reporter, 4 h; higher % means a stronger effect;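 active = inhibition over 29.93%, a cutoff 3 SD above the screen mean, later confirmed by dose response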;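 also: 0% = low Mg2+ inducing control and 100% = high Mg2+ repressing control; strong numbers were not always called active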
Autophagy HCS: alters autophagy in cells; AID 463193; calls only at 10 µM (by protocol); MEF GFP-LC3 puncta imaging; test concentration mostly 10 µM; 0.98% of 190,000 active;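 active = percentage of spot-positive cells more than 3 SD above its plate mean, without a fluorescence outlier flag or 80% toxicity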;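 also: spot-positive cell cutoff set from DMSO-treated cells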
MT stabilizer: stabilizes microtubules in HeLa cells. HeLa tubulin immunostaining HCS, 24 h; share of cells brighter than vehicle mean+2SD. % tubulin-high responders, % at 10 µM. AID 2205. 0.83% of 200,000 active;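 active = plate Z-score above 3 for both tubulin-high and condensed-nucleus cell shares, with cell loss under 80%, at 10 µM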;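 also: anti alpha tubulin signal scored within the nucleus-defined area of each cell; some results filed as inactive read as strong as hits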
bCat nuc transl: modulators of beta-catenin nuclear translocation; HeLa beta-catenin nuclear translocation, immunofluorescence imaging; nuclear translocation activity, % at 5 µM; 0.3% of 190,000 active;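 active = nuclear translocation activity above 50% at 5 µM, with a well cell count of 50 or more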;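 also: per-cell ratio of nuclear to cytoplasmic median beta-catenin stain intensity; plate controls were DMSO negative control for no effect and GSK-3 inhibitor IX positive control for full effect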
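Signal – beta-catenin immunofluorescence imaging with DAPI · Test system – human HeLa cell line · Dosing – 5 µM primary single dose, 0.1% DMSO, 0.02–20 µM confirmation series · Measure – % activation, nuclear-to-cytoplasmic median beta-catenin signal ratio per cell · Incubation – 24 h compound exposure at 37°C, 5% CO2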
T cell HTS: modulates CD8 T cell binding to vesicles; 2C CD8+ T cell-vesicle binding, flow cytometry; active compounds read low; calls only at 7 µM; 0.068% of 330,000 active;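 active = response, share of CD8 T cells binding vesicles, and their 90th percentile fluorescence all below set limits, cut at about 80% in these data, passing the limit was not always enough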
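Test system: purified 2C TCR transgenic mouse naive CD8+ T cells. Probe or stimulus: QL9-peptide-loaded Drosophila micro-vesicles bearing Ld, ICAM-1 and B7-1. Incubation: binding step 1.5 h, 37 °C, antibody labelling 20 min, ice. Measured by: flow cytometry of vesicle-bound cells.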
Hep lipid drop: modulators of hepatic lipid droplet formation; AML12 mouse hepatocytes, oleate lipid droplets, BODIPY imaging; AID 1656; inhibition, % at 6.5 µM; 0.4% of 240,000 active;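 active = lipid droplet intensity inhibited by at least 50%, with more than 500 cells counted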
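Material – AML12 mouse liver cells · Also added – oleate loading, 100 µM · Compound dosing – 6.5 µM single-point dosing · Times – overnight treatment with compound plus oleate · Measured by – fluorescence imaging, 20x objective, two fields per well · Read-out – percent inhibition of filter-corrected integrated lipid droplet intensity per well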
CSM14.1 death rescue: protection against thapsigargin-triggered cell killing – 384-well, CSM14.1, ATP luminescence, primary screen (AID 1222) | CSM14.1 thapsigargin-induced death rescue, ATP luminescence; higher % means a stronger effect | cellular ATP content (survival), % at 20 µM; hits with a dose series show EC50 in µM | 190,000 tested, under 10 active;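 active = EC50 below 50 µM in the dose-response confirmation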;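 also: death triggered by thapsigargin at about 15 µM added after 2 h compound pretreatment; cell ATP read after overnight thapsigargin exposure of roughly 18 to 22 hours; normalized against plate controls of thapsigargin alone and 5% DMSO vehicle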
Dynein transport cytoplasmic EGFP: also measured in Dynein transport; calls as there; z-score; measured here: cytoplasmic GR-EGFP intensity; active compounds read high
Dynein transport nuclear GR-EGFP: recorded beside Dynein transport, whose call it bears; z-score; measured here: nuclear GR-EGFP intensity;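 lower value marks the stronger effect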
Dynein transport cell count: also measured in Dynein transport; calls as there; z-score; measured here: cell count per field
Ins promoter up cell count: recorded beside Ins promoter up, whose call it bears; cell count; measured here: cytotoxicity, nuclei count;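 total cells summed across four imaged fields per well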
Hep lipid drop cells 6.5 µM: further read-out of Hep lipid drop, marked with its call; cell count; measured here: cell count, cytotoxicity flag;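 cells counted across two imaged fields per well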
bCat nuc transl cell count 5 µM: second read-out of bCat nuc transl, no call of its own (marks repeat the call); cell count; measured here: cell count, cytotoxicity flag
T cell HTS vesicle-bound %: second read-out of T cell HTS, no call of its own (marks repeat the call); double positive events, %; measured here: CD8+ vesicle-bound cell fraction;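 binding gate set so that unloaded-vesicle control wells show 10% double positive cells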
MT stabilizer Hoechst-high %: second read-out of MT stabilizer, no call of its own (marks repeat the call); % Hoechst-high responders; measured here: nuclear condensation Hoechst responders;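 share of cells brighter than vehicle mean plus two SD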
MT stabilizer cytotoxicity %: recorded beside MT stabilizer, whose call it bears; toxicity, %; measured here: cytotoxicity by cell density;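 0% = mean cell density of plate MIN control wells and 100% = no cells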
Autophagy HCS cell loss 18 h: further read-out of Autophagy HCS, marked with its call; toxicity, %; measured here: cell loss, nuclei count;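 cell loss after 18 h compound exposure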
The depositor's hits bear a star; i = inactive; · = not tested or not shown; + = active, no number. An unsorted share of the library. About 3% of those tested had a hit in this group.

mol	Hep lipid drop	MT stabilizer Hoechst-high %	Hep lipid drop cells 6.5 µM	Dynein transport cytoplasmic EGFP	Ins promoter up cell count	T cell HTS vesicle-bound %	Dynein transport	CSM14.1 death rescue	Autophagy HCS	MT stabilizer	bCat nuc transl	T cell HTS	Ins promoter up	Dynein transport cell count	PhoP inhibition	Dynein transport nuclear GR-EGFP	bCat nuc transl cell count 5 µM	Autophagy HCS cell loss 18 h	MT stabilizer cytotoxicity %
O=C(CN1CCC(O)CC1)N1c2ccccc2C=Cc2ccccc21	·	2.4	·	-0.165	1013	58.3	-0.333	-0.9%	i	3.0	0.4	i	0.09	-0.548	4.1%	0.24	1155	15.2	10.8
COc1ccc(C(C)(C)C)cc1NC(=O)c1ccoc1C	-9.2	21.5	682	-0.205	1580	13.7	-0.374	·	i	11.5	·	i	0.65	1.32	-4.4%	0.172	·	1.5	96.4
CC/C(=N\NC(=O)OC)c1ccc(OC(F)F)cc1	1.0	4.0	673	-0.27	1128	31.8	0.836	-0.9%	i	2.8	-4.7	i	-0.02	-0.385	0.8%	0.647	1052	-3.6	6.0
COC(=O)c1cc2c(cc1Cl)SC(=NCCCN1CCOCC1)NS2(=O)=O	3.2	1.1	765	-0.176	1181	43.6	-0.914	6.8%	i	1.9	-3.1	i	0.46	1.92	1.4%	-0.439	1159	-3.3	6.2
CCC(C)NS(=O)(=O)c1ccc(S(=O)(=O)Nc2cc3c(cc2C(C)=O)OCO3)cc1 (stereo unspecified)	·	3.0	·	-0.219	·	18.7	-0.0152	0.0%	i	2.1	-4.4	i	·	-0.209	14.7%	0.395	1015	21.9	8.9
CCCCCOC(=O)c1ccccc1C(=O)O	·	2.9	·	-0.221	974	34.5	-0.789	-1.0%	i	3.2	-0.7	i	1.35	0.907	-0.3%	-0.239	1208	-12.0	9.0
O=C(/C(=N/N=C/c1ccc(O)c(O)c1O)c1ccccc1)c1ccccc1	9.8	1.6	594	-0.0628	1077	59.8	-1.48	-3.5%	i	2.1	12.0	i	0.15	0.845	4.3%	-0.629	406	13.9	0.6
COC(=O)c1cccnc1-n1c(=O)c2cccnc2n(Cc2cccc([N+](=O)[O-])c2)c1=O	-5.2	2.7	730	-0.267	1286	46.1	-0.489	3.3%	i	5.0	-0.6	i	-0.36	-0.00933	-9.6%	0.257	1030	11.5	5.3
COC(=O)c1ccc(C(=O)Nc2cc(Cl)ccc2Cl)cc1NC(=O)c1ccccc1C	4.4	5.0	619	-0.119	1855	17.1	-0.498	-0.1%	+	8.3	1.7	i	0.42	0.289	-13.5%	-0.484	1028	-19.2*	3.3
Cc1noc(C)c1C(=O)NCCC1=CCCCC1	9.9	0.1	741	-0.285	1227	32.8	-0.0535	2.1%	i	1.8	0.7	i	0.09	-0.149	10.6%	0.0227	1160	3.1	24.4
N#C/C(=C\c1ccc(-c2ccc(S(=O)(=O)N3CCOCC3)cc2)o1)C(=O)NC1CC1	-0.9	2.8	636	-0.291	1355	36.8	-0.268	-0.3%	i	4.1	0.7	i	0.12	0.22	-2.9%	-0.518	545	9.7	5.6
Cc1nc2ccccc2c2oc(C(=O)NCc3ccc4c(c3)OCO4)cc12	-20.2	1.7	803	-0.0565	831	38.7	0.513	1.0%	i	5.7	·	i	-0.36	-0.974	6.4%	0.394	·	4.7	10.0
Nc1c2c(nc3ccccc13)N(c1ccccc1)CC2	-3.4	·	687	·	1404	54.0	·	-2.7%	·	·	-1.0	i	0.51	·	16.6%	·	1075	·	·
Cc1cc2nc(-c3ccc(SCC(=O)N4CCN(C(=O)c5ccco5)CC4)nc3)[nH]c2cc1C	-0.8	2.9	568	-0.11	1535	7.8	0.0365	-5.8%	i	1.9	-0.1	i	-0.41	0.302	9.7%	0.0188	998	4.6	2.7
O/N=C/C1=C(Cl)c2ccccc2CC1	-68.3	2.3	694	-0.19	1407	35.0	-0.291	-1.9%	i	2.7	3.7	i	0.47	0.616	3.1%	-0.514	1158	-7.7	9.3
CCCNC(=O)c1c(O)c2c([nH]c1=O)CCCC2	-9.3	2.6	746	-0.243	1434	53.5	-0.983	1.3%	i	1.8	0.3	i	0.66	0.709	4.0%	-0.694	1613	13.8	0.8
Cc1ccc(NC(=O)/C(=C/c2cccs2)NC(=O)c2ccco2)cc1	-12.0	2.7	628	-0.214	1503	4.5	0.231	-2.4%	i	4.3	0.4	i	-0.03	-0.595	7.2%	0.627	1149	3.8	2.5
OCCNc1nc2ccc(Cl)cc2[nH]1	-21.0	1.9	676	-0.153	·	15.6	0.862	3.1%	i	5.0	-1.1	i	·	-0.229	-1.2%	0.462	1002	3.5	2.7
COc1cc(NC(=O)CSc2ccccc2)c(C(=O)O)cc1OC	24.8	3.0	645	-0.283	1558	43.7	-0.329	-0.4%	i	2.0	-5.4	i	-0.12	0.773	-13.6%	-0.313	1184	9.8	7.4
O=C(Nc1ccncc1)Nc1ccncc1	-4.4	2.3	687	-0.243	1617	30.3	0.791	-1.9%	i	1.5	-0.2	i	1.32	-1.04	-0.8%	0.406	901	3.4	4.3
COCCn1cc(C(=O)N2CCC(C)CC2)c2c3ccccc3n(C)c2c1=O	·	2.6	·	-0.186	1355	33.3	-0.306	1.0%	i	1.9	-0.1	i	-0.94	-0.326	30.1%	-0.0729	864	-1.1	14.2
CC(=O)n1nc(-c2cccnc2)nc1N	·	2.4	·	-0.233	1315	26.3	1.05	-1.2%	i	5.1	0.2	i	2.64	-0.775	-11.4%	0.756	734	5.2	10.1
CCCOc1ccc(-c2cc(C(F)(F)F)c(C#N)c(SCC(=O)O)n2)cc1	5.9	2.9	655	-0.287	1295	42.7	-0.489	9.1%	i	3.2	-1.0	i	0.8	1.1	-5.2%	-0.232	1126	18.2	3.9
O=C(CCS(=O)(=O)Cc1ccc(Cl)cc1)NCCCN1CCOCC1	0.6	1.6	797	0.0767	725	37.2	0.241	2.3%	i	1.4	-0.4	i	0.58	-0.332	7.9%	0.225	1191	-1.1	10.1
CCOc1cc2[nH]c(=O)n(CCc3ccc(OC)c(OC)c3)c(=O)c2cc1OCC	·	2.5	·	0.2	1276	62.4	-0.371	0.4%	i	4.3	-4.6	i	-1.41	-0.0992	1.9%	0.021	1100	-8.7	6.9
O=C(COc1ncnc2c(Cl)cc(Cl)cc12)N1CCCCC1	·	3.1	·	-0.256	1522	54.2	1.07	0.5%	i	5.8	-0.5	i	-0.94	-0.327	-0.4%	0.318	965	31.7	11.7
CC(C)CC(=O)NC(Nc1ccccc1F)C(Cl)(Cl)Cl (stereo unspecified)	·	1.6	·	-0.22	1426	53.5	0.0116	0.0%	i	2.2	3.2	i	0.21	0.639	-1.5%	0.71	1368	22.7	6.3
COC(=O)c1ccc(-c2ccc(/C=N/N3C(=O)C4C5C=CC(CC5)C4C3=O)o2)cc1 (stereo unspecified)	11.2	2.4	680	-0.0461	1498	54.8	3.53	5.0%	i	3.1	-0.4	i	0.84	-1.99	-4.7%	1.84	1507	0.7	9.0
COc1ccc(N(CC(=O)Nc2nccs2)S(=O)(=O)c2c(C)[nH]c(=O)[nH]c2=O)cc1	5.3	0.9	678	-0.166	1175	30.8	1.18	-1.4%	i	6.3	0.0	i	0.62	0.0456	-6.6%	0.199	1143	-6.1	4.9
O=C(CC1SC(N2CCCCC2)=NC1=O)Nc1cccc(C(F)(F)F)c1 (stereo unspecified)	·	1.6	·	-0.168	1621	25.2	0.509	0.0%	i	4.2	0.9	i	2.53	0.0233	0.0%	0.206	1353	0.8	1.5
